High-throughput results as filed in PubChem.
tim10-1 inh: growth inhibitors of tim10-1 mutant yeast, primary screen, luminescence, uHTS | 330,000 compounds, 2.2% hits | S. cerevisiae tim10-1 ts strain growth, BacTiter-Glo, 24 h | inhibition, % at 20 µM;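 active means inhibition of at least 40%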;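 further: mutant grown at 25 °C; 0% = DMSO wells with yeast and 100% = wells holding no yeast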
mIAP activ: activators of mouse IAP, primary screen, biochemical, luminescence, uHTS; AID 2805, 2010; intestinal alkaline phosphatase [Mus musculus]; activation factor at 10 µM; muIAP, CDP-Star luminescence, 30 min; hits give high values; 1 = vehicle-only enzyme signal, 0 = enzyme-free wells; 330,000 compounds, 0.24% hits;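 active means activation factor of at least 2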; further: the source names both 10 and 20 µM as test concentration; values of inactives mirror those of a sister screen read the other way
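Assay system: mouse IAP enzyme; reagent: chemiluminescent substrate CDP-Star; dosing: test compounds delivered from DMSO solution; schedule: 30 min at room temperature; measured by: luminescence from enzymatic CDP-Star hydrolysis; controls: DMSO-only wells and no-enzyme negative control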
hIAP block: human IAP inhibitors, primary screen, biochemical, luminescence, uHTS. purified IAP, CDP-Star luminescence, 30 min. inhibition, % at 10 µM. 330,000 compounds, 0.12% hits;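 active means inhibition reaching a set limit with compound at 10 µM in the primary screen, cut at about 35% in these data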;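 further: plate controls were DMSO wells with enzyme for no effect and no-enzyme buffer wells for full effect; values of inactives mirror those of a sister screen read the other way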
Target sequence (P09923 whole entry, looked up): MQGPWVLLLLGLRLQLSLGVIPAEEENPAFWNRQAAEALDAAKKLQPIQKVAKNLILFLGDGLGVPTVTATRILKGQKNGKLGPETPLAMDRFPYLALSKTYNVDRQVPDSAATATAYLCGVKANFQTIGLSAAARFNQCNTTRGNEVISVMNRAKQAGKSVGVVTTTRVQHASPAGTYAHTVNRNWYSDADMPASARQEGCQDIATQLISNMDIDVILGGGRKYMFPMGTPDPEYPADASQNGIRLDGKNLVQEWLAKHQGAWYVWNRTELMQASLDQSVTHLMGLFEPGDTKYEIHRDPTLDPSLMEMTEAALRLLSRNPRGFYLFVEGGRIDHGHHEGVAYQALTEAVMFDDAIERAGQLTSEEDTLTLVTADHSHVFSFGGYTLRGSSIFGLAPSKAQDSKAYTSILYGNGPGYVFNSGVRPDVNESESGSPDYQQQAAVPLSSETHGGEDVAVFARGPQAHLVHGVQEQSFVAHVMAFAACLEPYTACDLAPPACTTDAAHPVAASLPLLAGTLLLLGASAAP
MIN6 prolif: inducers of MIN6 beta-cell proliferation, primary screen, ATP luminescence, uHTS; MIN6 cells proliferation, ATPlite luminescence, 48 h; cells starved in 0.2% serum; 100% = growth in 10% serum; 330,000 compounds, 0.29% hits; proliferation, % at 10 µM; AID 2380, 2010;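 active means compounds whose signal lies at least 3.5 SD above the mean of all wells on their plate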;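 further: 0% = DMSO-treated cells in low-serum medium and 100% = 10% serum control; some compounds called inactive have numbers as strong as hits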
NALP3 yeast inh: NALP3 inflammasome inhibitors in reconstituted yeast, primary screen, luminescence, uHTS; AID 2825, 2010; inhibition, % at 10 µM; 330,000 compounds, 0.39% hits; Yeast reconstituted NLRP3/ASC/caspase-1, beta-gal luminescence, 24 h;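 active means inhibition of 50% or more; inactive means inhibition below 50%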;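 further: plate controls were induced DMSO wells for no effect and uninduced yeast grown without galactose for full effect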
mIAP inh: inhibitors of mouse IAP, primary screen, biochemical, luminescence, uHTS; intestinal alkaline phosphatase [Mus musculus]; inhibition, % at 10 µM; purified mouse IAP, CDP-Star luminescence, 30 min; 330,000 compounds, 0.2% hits;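 active means inhibition of at least 40% at 10 µM in the primary screen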;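 further: plate controls were DMSO with enzyme for no effect and no enzyme wells for full effect; values of inactives mirror those of a sister screen read the other way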
TIM10 inh: growth inhibitors of isogenic TIM10 control yeast, primary screen, counter-screen for tim10-1 yeast inhibitor project, luminescence, uHTS; AID 463195, 2010; S. cerevisiae TIM10 strain growth, BacTiter-Glo luminescence, 24 h; inhibition, % at 10 µM; 330,000 compounds, 1.4% hits;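 active means inhibition of 40% or more at the single tested concentration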;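 further: wild-type TIM10 isogenic control strain grown at permissive 25 °C; 0% = DMSO yeast wells and 100% = minimal medium wells without yeast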
APOBEC3G inh: APOBEC3G DNA deaminase inhibitors, primary screen, biochemical, fluorescence, single-stranded DNA substrate, uHTS; 330,000 compounds, 0.28% hits; inhibition, % at 20 µM; recombinant A3G, ssDNA deamination FAM/TAMRA fluorescence;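 active means inhibition of at least 40% at 20 µM, with no more than 30% in the related APOBEC3A deaminase screen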;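 further: plate controls were DMSO wells with A3G for no effect and wells lacking A3G enzyme for full effect; some compounds called inactive have numbers as strong as hits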
Target sequence (Q9HC16 whole entry, looked up): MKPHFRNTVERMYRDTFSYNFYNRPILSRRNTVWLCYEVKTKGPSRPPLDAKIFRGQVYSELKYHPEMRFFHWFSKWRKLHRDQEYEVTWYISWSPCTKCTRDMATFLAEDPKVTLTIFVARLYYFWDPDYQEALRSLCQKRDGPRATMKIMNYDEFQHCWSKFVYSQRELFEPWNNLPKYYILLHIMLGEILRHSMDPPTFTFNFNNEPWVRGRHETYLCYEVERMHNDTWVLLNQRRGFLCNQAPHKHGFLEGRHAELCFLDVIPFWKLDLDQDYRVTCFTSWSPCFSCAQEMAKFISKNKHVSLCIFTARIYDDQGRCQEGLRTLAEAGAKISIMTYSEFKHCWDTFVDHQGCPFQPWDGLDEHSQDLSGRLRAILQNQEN
A3A deaminase: APOBEC3A ssDNA deaminase inhibitors, primary screen, selectivity assay for APOBEC3G inhibitor project, biochemical, FAM/TAMRA oligo cleavage fluorescence. DNA dC->dU-editing enzyme APOBEC-3A (Homo sapiens), P31941. recombinant A3A, FAM/TAMRA ssDNA deamination fluorescence. inhibition, % at 20 µM. 330,000 compounds, 0.41% hits. AID 493011, 2011;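 active means at least 40% inhibition at 20 µM here, with at most 30% in a related deaminase screen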;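 further: plate controls were A3A with DMSO for no effect and wells lacking A3A enzyme for full effect; some results filed as inactive read as strong as hits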
Target sequence (P31941 whole entry, looked up): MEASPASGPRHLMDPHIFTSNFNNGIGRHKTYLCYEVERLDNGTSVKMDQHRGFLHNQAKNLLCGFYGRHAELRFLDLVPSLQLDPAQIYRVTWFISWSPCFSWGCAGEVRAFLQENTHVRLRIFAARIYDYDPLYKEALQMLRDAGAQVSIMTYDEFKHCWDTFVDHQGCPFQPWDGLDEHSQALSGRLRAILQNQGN
The depositor's hits bear a star; . = not tested or not shown. Compounds as they come. About 4.6% of those tested had a hit in this group.

Sequence of screens: mIAP activ, TIM10 inh, APOBEC3G inh, MIN6 prolif, hIAP block, NALP3 yeast inh, A3A deaminase, tim10-1 inh, mIAP inh
COc1ccc(CNC(=O)/C=C/C(=O)O)cc1OC
    0.98, -8, -6, 0, -5, 18, 1, 0, 2
Cc1ccc(SCCC(=O)Nc2ccccc2C(=O)NC(C)C)cc1
    1, 3, -3, 0, 1, -2, -2, 37, -2
O=C(CSc1nnnn1-c1ccc(O)cc1)Nc1cccc(S(=O)(=O)N2CCCC2)c1
    1, -2, -6, -1, 11, 7, 0, -1, -3
CC(C)C1COC(c2cccn2Cc2ccccc2Cl)=N1 (stereo not drawn)
    0.97, 4, -3, 1, 1, -15, -1, 7, 3
CCOc1ccc(/C=N/NC(=S)Nc2c(C)cccc2C)cc1
    0.87, 52*, 0, -3, -7, 27, 2, 36, 13
COc1ccc(OC)c(NC(=O)C2CCCN(S(=O)(=O)c3c(C)noc3C)C2)c1 (stereo not drawn)
    0.97, 26, -3, -2, 0, 4, -2, 25, 3
COc1cc2c(cc1O)CC[n+]1cc3c(OC)c(OC)ccc3cc1-2
    1, 14, -1, 0, 1, 18, 25, -13, -1
O=C(CNS(=O)(=O)c1ccc([N+](=O)[O-])cc1)N/N=C/c1ccc(O)cc1O
    0.6, 8, -9, -3, -85, 9, -4, 4, 40*
N#CCCN(C(=O)COC(=O)COc1ccccc1Cc1ccccc1)c1ccccc1
    1, 24, -9, -4, 6, 17, -3, 20, -3
CCCNC(=O)c1ccc(N2CCC3(CC2)CC(c2ccccc2)=NO3)c(NC(=O)c2ccc(Br)cc2)c1
    0.98, 5, -9, -1, 20, 18, -6, 6, 2
CCc1ccc(NC(=O)c2cnn3ccccc23)cc1
    1, 8, -5, -5, 8, 19, -2, 11, 0
COc1ccc(C(=O)CN2C(=O)NC3(CCCCCC3)C2=O)cc1
    0.95, -3, -9, -3, 7, 4, 0, -24, 5
Cc1ccc(-c2nc(C)sc2CC(=O)OCC(=O)Nc2c(F)cccc2F)cc1
    0.95, 9, 6, 0, 5, 15, -1, 30, 5
CCN(CC)C(=O)C1=C(C)NC(=O)NC1c1c(F)cccc1Cl (stereo not drawn)
    1, 5, -7, -3, 6, -5, -5, 5, -2
O=C(CNC(=O)c1cccc(Br)c1)N/N=C/c1cccnc1
    0.95, -3, -5, -1, -16, 10, 0, -2, 5
CCS(=O)(=O)N1CCC(C(=O)NCc2ccco2)CC1
    1, 11, -6, 2, -13, 19, -6, 5, -1
CCOC(=O)N1CCN(S(=O)(=O)c2ccc3[nH]c(=O)sc3c2)CC1
    1, 3, -3, -1, 2, 13, -1, -12, -1
Cn1c(=O)n(C)c2cc(S(=O)(=O)Nc3ccccc3C(=O)O)ccc21
    0.99, -1, 56*, 2, 14, 14, 4, -8, 1
COc1ccc(/C=C/C(=O)c2ccoc2)cc1
    1.2, 10, 5, -5, -8, 14, -11, 30, -19
CCN(Cc1ccc(C#CCCO)cc1)CC1CCCN(CCc2cccc(OC)c2)C1 (stereo not drawn)
    1.1, -11, -5, -5, 8, 19, -1, -4, -7
COC(=O)c1ccc(CSc2nc3c(cnn3-c3ccc(C)cc3)c(=O)[nH]2)o1
    0.9, 6, -6, -1, -12, 1, -5, 9, 10
CC(C(=O)Nc1cc(C(F)(F)F)ccc1N1CCOCC1)N1C(=O)C2CCCCC2C1=O (stereo not drawn)
    0.92, -8, -4, -1, 5, -10, -2, -2, 8
COc1cc(OC)cc(N(C(=O)c2ccco2)C(C(=O)NC2CCCC2)c2ccc(N3CCOCC3)cc2)c1 (stereo not drawn)
    1.1, -7, 1, 5, -8, 2, 1, 16, -11
O=C(OCn1ncc(Cl)c(Cl)c1=O)c1ccc(F)cc1
    1, 59*, -5, -6, -12, -3, -1, 66*, 0
CC1CCN(C2CCN(S(=O)(=O)c3ccc(F)cc3)CC2)CC1
    0.98, -8, -7, -1, -3, 1, -2, -7, 2
Cn1nccc1C(=O)Oc1ccc(/C=N/NC(=O)c2ccccc2O)cc1
    0.94, -16, -1, -1, 4, 1, -3, -9, 6
O=C(O)CC(C(=O)O)N1C(=O)/C(=C/C=C/c2ccco2)SC1=S (stereo not drawn)
    0.26, -8, 95, -2, -2, 1, 96, 15, 74*
CC(=O)c1cccc(NC(=O)C(C)OC(=O)c2ccc3ncsc3c2)c1 (stereo not drawn)
    0.96, 6, -2, 9, 7, -8, -1, 18, 4
O[C@@H]1CN(Cc2ccc(-n3cccn3)cc2)CC[C@H]1N1CCN(c2ccccc2F)CC1
    1.1, -5, 3, -2, -38, 25, 3, -21, -10
Oc1ccc(Cl)cc1CNCc1ccc(Cl)nc1
    1.1, 9, -9, 3, -2, 24, -2, 12, -8
COc1ccc(CNC(=O)CCCn2nc(C)n3ccnc3c2=O)cc1
    1.1, -4, -2, -1, -10, 13, -3, 4, -8
CCN(CC(=O)NCc1cccs1)C(=O)CN(C)S(=O)(=O)c1ccc(C)cc1
    0.98, -5, -4, 2, 2, 9, 0, -13, 2
Cc1ccc(N2C(=O)c3ccc(C(=O)N4CCN(Cc5ccccc5)CC4)cc3C2=O)cc1
    1, -6, 3, 1, 6, 0, 3, 10, 0
Cc1ccc2cccc(NC(=S)NC(=O)c3ccnn3C)c2n1
    0.77, 39, 0, -1, 3, 26, 0, 43*, 23
CC(C)(C)n1nc2c(c1NC(=O)CCCc1ccccc1)CS(=O)C2 (stereo not drawn)
    1.1, -12, -11, -3, -6, 2, -4, 9, -10
CC12C(=O)N(c3ccccn3)C(=O)C1C1C=CC2C1 (stereo not drawn)
    0.96, -1, -7, -1, 0, 25, 0, -27, 4
CCN1CCN(C(=O)c2cc(COc3ccc(F)cc3F)on2)[C@@H](C)C1=O
    0.98, 6, -2, 0, -22, 5, -1, -5, 2
C#CC[N+]1(CC#Cc2ccc(C)cc2)CCCCC1
    0.93, -10, -5, -6, 18, 6, -3, 2, 7
CCc1c(O)cc2n(c1=O)-c1ccccc1C2(C)C
    0.88, 9, 0, 2, 3, 3, 3, 18, 12
COc1ccc(CCNC(=O)c2cc(S(=O)(=O)N3CCCCC3)c[nH]2)cc1OC
    1.1, -10, 0, -1, -4, 10, -1, 6, -11
O=C(NCCCn1ccnc1)C(Cc1ccc([N+](=O)[O-])cc1)N1C(=O)c2ccccc2C1=O (stereo not drawn)
    0.94, -8, -3, -2, -4, 5, 1, 3, 6
COCc1cc(N2CCCC2)nc(-c2ccccc2)n1
    0.99, 25, -5, -2, -4, 23, -3, 27, 1
Cc1nc(C)c(C(=O)OCC(=O)NCc2ccccc2Cl)s1
    1, 4, -4, 0, 6, 2, 1, 10, -3
Cc1csc(NC(=O)c2ccc(C)s2)n1
    0.86, 27, -1, -4, -14, 8, 1, -6, 14
C=CCNC(=O)COc1ccc(Oc2ccccc2)cc1
    1, -29, -8, -1, -15, 31, -2, -20, -1
CCOC(=O)C1CCCN(C/C=C/c2ccccc2)C1 (stereo not drawn)
    1, -3, -7, 0, -33, 21, -3, 0, -5
O=C(Nc1nc2ccccc2s1)c1ccc(F)cc1
    0.83, 13, -6, -4, 12, 24, 2, 3, 17
CCCCOC(=O)Cn1c(=O)oc2ccc(C)cc21
    1, 0, -1, -3, 17, -6, -1, 7, -4
Cc1ccc(C(=O)NCC(=O)OCC(=O)c2ccc(C)c([N+](=O)[O-])c2)cc1
    1.1, -1, -3, 0, 9, 7, 0, 12, -8
N/C(=N\N=C\c1cccs1)SC1CC(=O)N(c2ccc(Br)cc2)C1=O (stereo not drawn)
    0.97, 9, -2, -1, -11, -3, 2, -1, 3

The results go on.
Sequence of screens: mIAP activ, TIM10 inh, APOBEC3G inh, MIN6 prolif, hIAP block, NALP3 yeast inh, A3A deaminase, tim10-1 inh, mIAP inh
CN(C)c1ccc(NC(=O)Cn2ncn3c(cc4ccccc43)c2=O)cc1
    1, 17, -1, -2, 7, 8, 4, 10, 0
CCCc1nc2ccc(NC(C)=O)cc2c(=O)n1Cc1ccc(Cl)cc1
    1, -4, -2, -1, -9, 3, 1, 2, -4
CCC(C)(C)n1nnnc1C(c1cccs1)N1CCCCC1 (stereo not drawn)
    1, 22, -8, 1, 7, -14, -2, 29, -1
COc1ccccc1C1CC(=O)Oc2ccc(C(C)(C)C)cc21 (stereo not drawn)
    1.1, 11, -2, ., ., ., 3, 19, -6
COc1ccc(N=Cc2[nH]c3ccccc3c2O)cc1
    1.1, 11, -5, -3, -26, 13, 2, 15, -6
Cc1cccc(NC(=O)CSc2nc3ccccc3nc2N2CCCC2)c1C
    0.84, 6, 11, -3, -3, 10, 0, 18, 16
Cc1cc(C)nc(NNC2=CC(=[N+]3CCCCC3)CC(C)(C)C2)n1
    0.98, -11, -2, -2, 6, -16, 2, 14, 2
CS(=O)(=O)c1ccc(N)c(SSc2cc(S(C)(=O)=O)ccc2N)c1
    0.96, 0, 87*, -7, -11, 9, 4, -5, 4
COc1ccc(C(=O)OCC(=O)c2c[nH]c3ccccc23)c(OC)c1
    1.2, 4, -3, -4, -11, 2, -1, -17, -16
CC(=O)c1ccc(NC(=O)c2ccc(CSc3ccccc3)o2)cc1
    0.86, 20, -6, 0, 1, -3, 0, 21, 14
CCn1c(CSCc2ccc(C)cc2)nnc1SCC(=O)NCc1ccccc1
    1, -7, -7, -3, -18, 0, -13, 27, -3
CC1CCN(C(C(=O)Nc2ccc3c(c2)OCO3)c2ccccc2)CC1 (stereo not drawn)
    1.2, -2, -5, -3, 17, 22, 0, 11, -18
Cc1cccc(NC(=S)NCc2ccc(F)cc2)c1
    1.4, 20, -7, -1, -9, -7, -7, 35, -42
COc1cccc(CN2CC(C(=O)NCc3cnn(C)c3)CCC2=O)c1 (stereo not drawn)
    1, -2, -9, -2, -4, 20, 0, 0, -3
Cc1oc2ccc(NS(=O)(=O)c3ccc(C(C)(C)C)cc3)cc2c1C(=O)Nc1ccccc1
    0.96, 4, -7, 0, -1, 4, -5, 12, 4
CCCN(CC(=O)Nc1ccccc1C)C(=O)c1ccc(N2CCCC2)c([N+](=O)[O-])c1
    0.89, -9, -2, -4, 15, 27, 2, 8, 11
Cc1cc(=O)n(CC(=O)NC2CC2)c2c1c(C)nn2-c1ccccc1
    0.98, -1, -6, -2, -11, 24, -4, 8, 2
COc1ccccc1/C=C(/NC(=O)c1ccccc1)C(=O)NCCCn1ccnc1
    1.1, -5, -3, 4, -22, 11, 0, -1, -6
CCOC(=O)C(CCCCOc1cccc(CC)c1)C(=O)OCC
    0.98, -9, -8, 0, -1, 10, 7, 11, 2
O=C(CO/N=C/c1c(Cl)cccc1Cl)NNC(=O)c1cccc(Cl)c1
    0.91, 11, -4, -3, 5, 28, -2, 8, 9
Cc1cc(C(=O)c2ccccc2)c(NC(=O)CCl)s1
    0.88, 40, -6, -7, 0, -15, -2, 31, 12
COc1cccc(C2(O)CCN(C(=O)C3CC3)CC2)c1
    1, -20, -1, 2, 0, 13, 0, 0, 0
COc1ccccc1C(=O)Nc1ccc(OCC(=O)N2C(C)CCCC2C)cc1 (stereo not drawn)
    0.95, 2, -3, 1, 7, 6, -2, 13, 5
